# Screening results deposited in PubChem BioAssay by National Center for Advancing Translational Sciences (NCATS).
# AMA1 RON2 block = qHTS for Inhibitors of AMA1-RON; Towards Development of Antimalarial Drug Lead: Primary Screen; Plasmodium falciparum AMA1 (3D7) - RON2 peptide interaction; AlphaScreen AMA1-biotinylated RON2 peptide binding; Potency, µM (series often up to 58.2 µM), for inactives: top-dose activity change, negative = inhibition, hits mostly inhibitors; 0.2% of 360,000 active; AID 720542, 2013;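 further: potency means the concentration at half of the fitted maximal effect; 0% = vehicle wells and -100% = peptide control; nearly all actives have a fitted effect of over 45% in size; some results filed as inactive show a strong effect at the top dose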
#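 AMA1 (3D7) with his tag at 25 nM final met compounds first, then biotinylated RON2 peptide at 25 nM; detection used donor plus acceptor beads, 10 µg/mL apiece, read by AlphaScreen after 30 min at room temperature.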
# Giardia FBPA inh = qHTS Assay for Inhibitors of Fructose-1,6-bisphosphate Aldolase from Giardia Lamblia. A8B2U2. purified Giardia FBPA. Potency, µM (doses to about 59.6 µM), inactives show at the highest dose activity, negative = inhibition, most hits filed as inhibitors. 0.71% of 290,000 active. AID 2451, 2010; further: potency means the concentration at half of the fitted maximal effect; nearly all actives have a fitted effect of over 55% in size
# Target sequence (A8B2U2 whole entry, looked up): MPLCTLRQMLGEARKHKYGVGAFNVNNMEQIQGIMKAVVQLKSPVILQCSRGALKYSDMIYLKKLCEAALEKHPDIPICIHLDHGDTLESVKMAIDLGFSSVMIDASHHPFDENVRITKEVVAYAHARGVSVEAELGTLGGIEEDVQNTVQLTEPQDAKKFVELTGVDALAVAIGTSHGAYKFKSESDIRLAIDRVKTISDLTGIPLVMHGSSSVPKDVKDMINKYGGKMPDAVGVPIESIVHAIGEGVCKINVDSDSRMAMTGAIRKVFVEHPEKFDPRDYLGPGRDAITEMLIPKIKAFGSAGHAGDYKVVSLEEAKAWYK
#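 Giardia FBPA (40 nM reagent) was preincubated 10 min at RT with compound (up to 57.5 uM final), then substrate plus GAPDH/TPI/NAD/arsenate coupling system with diaphorase/resazurin was added; resorufin fluorescence (525/598 nm) was read after 20 min.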
# Sm TGR block = qHTS Assay for the Inhibitors of Schistosoma Mansoni Peroxiredoxins. purified TGR, DTNB reduction, TNB absorbance 405 nm. Schistosoma mansoni thioredoxin glutathione reductase (TGR), Q962Y6. Potency, µM (series often up to 114 µM), for the others: at the top dose activity change, negative = inhibition, usual class: inhibitors. 3% of 360,000 active; further: potency means the concentration at half of the fitted maximal effect; nearly all actives have a fitted effect of over 60% in size
#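 TGR 20 nM + NADPH 100 uM (dispensed conc.), cpd preinc 15 min RT; start with NADPH (500 uM addition) then DTNB (15 mM addition). Kinetic TNB absorbance, 405 nm filter. Four-parameter Hill fit across titration.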
# AmpC inh no detg = qHTS Inhibitors of AmpC Beta-Lactamase (assay without detergent). P00811. 0.52% of 330,000 active. Potency, µM (doses to about 57.1 µM), for the others: at the highest dose activity change, negative = inhibition, actives largely listed as inhibitors. AmpC nitrocefin hydrolysis, absorbance 480 nm, 0.0001% Triton;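 further: potency means the concentration at half of the fitted maximal effect; plate controls were no compound for no effect and no enzyme for full effect; nearly all actives have a fitted effect of over 20% in size; some results filed as inactive show a strong effect at the top dose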
# Target sequence (P00811 whole entry, looked up): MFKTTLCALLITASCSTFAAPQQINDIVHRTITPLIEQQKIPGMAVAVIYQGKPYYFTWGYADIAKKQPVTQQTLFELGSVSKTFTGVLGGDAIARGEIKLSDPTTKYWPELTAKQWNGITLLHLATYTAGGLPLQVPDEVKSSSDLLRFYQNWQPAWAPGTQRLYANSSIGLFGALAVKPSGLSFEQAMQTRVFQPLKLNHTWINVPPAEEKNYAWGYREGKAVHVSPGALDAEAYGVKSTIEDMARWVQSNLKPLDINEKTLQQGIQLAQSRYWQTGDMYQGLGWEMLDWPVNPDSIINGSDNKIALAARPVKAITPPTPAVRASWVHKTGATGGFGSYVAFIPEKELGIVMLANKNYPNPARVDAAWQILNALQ
#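 AmpC (5.3 nM in the dispensed reagent) in 20 mM phosphate pH 7.0 with 0.01% (detergent screen) or 0.0001% Triton X-100 was preincubated with compounds for 15 min at room temperature. Nitrocefin was then added from an 800 uM solution, and hydrolysis was followed at 480 nm.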
# HCMV antiviral = qHTS Assay for inhibitors of the human cytomegalovirus (HCMV); HFF cells, HCMV-luciferase reporter, 72 h; hits give low values; activity change, negative = inhibition, % at 57.5 µM; 4.5% of 410,000 active; AID 1259415, 2018; in the data active means activity change below about -60%; inconclusive means no clear call, values can overlap the other calls; inactive means above about -39%
#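 Screen run at 2 compound doses on HFFs infected with reporter HCMV, MOI 1 PFU/cell. Luciferase activity from cell lysates at 72 h post infection gave inhibition relative to buffer-only and Salinomycin wells.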
# AmpC inh detg = qHTS Inhibitors of AmpC Beta-Lactamase (assay with detergent). P00811. AmpC hydrolysis of nitrocefin, absorbance 480 nm, 0.01% Triton. Potency, µM (titrated, usually from 114 µM), for the others: at the top dose activity change, negative = inhibition, actives largely listed as inhibitors. 0.041% of 370,000 active. AID 485294, 2010;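 further: potency means the concentration at half of the fitted maximal effect; 0% = no-compound wells and -100% = no-enzyme wells; nearly all actives have a fitted effect of over 25% in size; some results filed as inactive show a strong effect at the top dose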
#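 20 mM phosphate pH 7.0 + 0.01% (detergent screen) or 0.0001% Triton X-100; 5.3 nM AmpC reagent; cpd preinc 15 min RT; nitrocefin (800 uM stock) to start; A480 q20 s × 4 min; Activity was normalised to no-enzyme and no-compound control wells.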
# * = called active by the depositor; ? = inconclusive; . = not tested or not shown; & = joins results of further samples; [ ] = dose if it differs, or a comment. Unless noted, the call rests on the fitted dose curve; in most records, active means well fitted curve in the direction sought with a large enough effect; inconclusive means small, poorly fitted or top-dose-only effect, or another doubt; inactive means no such curve, though single readings can be large; an effect the other way counts as inactive or inconclusive. Unless noted, on the % scale 0 is the no-effect control and ±100 the full control effect.
Structure,AMA1 RON2 block,Giardia FBPA inh,Sm TGR block,AmpC inh no detg,HCMV antiviral,AmpC inh detg
Cc1ccccc1-n1c(Cn2c(=O)sc3ccccc32)nnc1SCC(=O)N1CCCC1,1%,-1%,-6%,129%[activator],-15,-7%
Cc1cc(Cl)ccc1NS(=O)(=O)c1ccc2c(c1)CC(C)N2C(=O)C1CCC1 (stereo unspecified),.,.,2%,.,-27,14%
O=C(Cc1ccccc1)NNC(=O)C1CCN(c2ncccn2)CC1,19%,3%,1%,-1%,14,-10%
COc1ccc(C(=O)c2sc(Nc3cccc(OC)c3)c(C(=O)Nc3cccc(C)c3C)c2N)cc1,67%[activator],4%,-3%,-23%,-70*,2%
O=C(NN1C(=O)C2C(C1=O)C1C=CC2C12CC2)c1cccc(Cl)c1 (stereo unspecified),6%,3%,-33%,-2%,-4,2%
COc1ccc(C(=O)OCC(=O)Nc2ncc([N+](=O)[O-])s2)cc1OC,16%,.,-31%,-25%,-3,2%
CCOc1ccc(-n2c(O)c(/C=N/NC(=O)C3COc4ccccc4O3)c3ccccc3c2=O)cc1 (stereo unspecified),85%[activator],?,6%,-21%,4,-12%
CC(C)(C)c1cc(NCCCn2ccnc2)n2ncc(-c3ccc(Cl)cc3)c2n1,52%[activator],1%,-5%,56%,-21,-6%
COCCNC(=O)C(c1ccc(O)cc1)N(C(=O)CCC(=O)Nc1nccs1)c1ccc(C)cc1 (stereo unspecified),-6%,1%,-7%,45%,17,-6%
Fc1ccc2c(c1)C1OCCCC1C(c1ccccc1)N2 (stereo unspecified),?,-9%,-11%,-25%,21,-13%
CCN(C(=O)COC(=O)/C=C/c1ccc(C)o1)c1c(N)n(Cc2ccccc2)c(=O)[nH]c1=O,-9%,.,18µM*,-1%,-9,?
COc1ccc(-n2cc(CNCCCN3CCCC3=O)c(-c3ccccc3Cl)n2)cc1,3%,2%,45µM*,40%,-33,2%
CN=C1CC(C)(C)CC(=O)/C1=C(/O)CCCN1C(=O)c2ccccc2C1=O,0%,2%,1%,-1%,54,5%
COc1cc(OC)c(OC)cc1/C=C/c1cc(C(F)(F)F)[nH]c(=O)n1,-2%,3%,6%,0%,?,0%
O=C(Cn1nnc(-c2cccs2)n1)NCc1ccco1,-9%,0%,-4%,-23%,-6,3%
O=C(CCSc1ccc(Cl)cc1)c1cccs1,17%,-3%,2.2µM*,-14%,24,0%
CCCn1c(N)c(C(=O)CSc2nnc(C3CC3)n2Cc2ccccc2)c(=O)n(C)c1=O,9%,.,0%,16%,59,-4%
Cc1ccc(CC(=O)Nc2ccc(Cl)cn2)cc1,-9%,4%,-13%,-24%,-40,2%
CSc1nc2ccc(NC(=O)c3ccc(F)c(F)c3)cc2s1,-9%,-6%,8%,-34%[11.4 µM],-26,-11%
CCOc1ccc(/C=C2\SC(=S)N(C)C2=O)cc1OC,-10%,-2%,0%,9%,22,-4%
Cc1ccc(C)c(S(=O)(=O)N2CCCOC2CNC(=O)C(=O)NCCC2=CCCCC2)c1 (stereo unspecified),-1%,0%,-1%,33%,-67*,-7%
CCn1cc(/C=N\NC(=O)c2ccc3c(c2)c(C)c(C)n3Cc2ccccc2)c(C)n1,-15%,-4%,-4%,109%[activator],?,1%
O=C(CSC(=S)N1CCCCC1)c1c(F)cccc1F,-25%,0%,-8%,-36%,68,-7%
COc1ccc(C2C(C#N)=C(N)Oc3cc(C)[nH]c(=O)c32)c(OC)c1OC (stereo unspecified),-6%,-6%,-9%,-21%,13,1%
Cc1ccc(NC(=O)CN2Cc3ccccc3C2=O)c(C)c1,.,.,6%,.,-5,4%
CCC(Oc1ccc(F)cc1)C(=O)Nc1nc(-c2ccc(F)cc2)ns1 (stereo unspecified),.,.,42%[activator],.,-98*,23%
O=C(O)CC12C[C@H]3C[C@@H](C1)CC(n1ncc(N4CCN(c5ccccc5)CC4)c(Cl)c1=O)(C3)C2,-6%,6%,-19%,-14%,-22,?
C[C@H]1CN([C@@H](C)CO)C(=O)Cc2cc(NC(=O)C3CC3)ccc2O[C@H]1CN(C)Cc1ccc(Oc2ccccc2)cc1,-18%,.,.,246%[activator],-11,.
Cc1ccc(C(=O)NC2CCN(C(=O)Nc3ccccc3)CC2)cc1,-1%,-4%,-11%,-5%,42,-8%
CCOc1ccc(C(=O)c2ccncc2)cc1,-4%,4%,5%,-16%,14,-1%
Cn1c(SCc2ccc([N+](=O)[O-])cc2)nc2c(c1=O)SCC2,-11%,-1%,-15%,-16%,-18,-10%
O=C(Cc1ccccc1)Nc1nnc(-c2ccco2)s1,-2%,-2%,?,-22%,24,0%
O=C(CCN1CCCCC1)NNC(=O)C12CC3CC(CC(C3)C1)C2,-5%,5%,4%,2%,45,-1%
COc1ccc(C2CCCCCN2Cc2nc3ccccc3c(=O)n2CC(N)=O)cc1 (stereo unspecified),11%,-12%,-4%,51%,25,-5%
CCOC(=O)Cc1csc(NC(=O)CSc2nc(C)cc(C)n2)n1,14%,.,.,-14%,17,.
CC(=O)COc1coc(CN2CCN(c3ccc(F)cc3)CC2)cc1=O,3%,.,0%,5%,13,-12%
O=C(Nc1ccccc1Cl)N1CCn2c(nc3ccccc32)C1,19%,4%,8%,-14%,7,-4%
Cc1ccc(NC(=S)NNC(=O)c2cccc([N+](=O)[O-])c2)cc1Cl,62%[activator],16%,-5%,-60%,51,6%
CN(Cc1ccccc1)C(=O)c1ccc(NC(=O)Cc2cccc(NC(=O)C3CCCN(C(=O)C4CCC4)C3)c2)cc1 (stereo unspecified),7%,.,2%,82%[activator],-29,4%
Cc1cc(C)c(C)c(OCCCCN2CCCCC2)c1,-1%,-20%,1%,12%,-3,-9%
CC(=O)c1ccc(NC(=O)c2nc(-c3ccc(C)cc3)n3c2CCCCC3)cc1,.,.,-16%,.,-9,4%
CCN(CC)C(=O)c1cc([N+](=O)[O-])cc2c1-c1ccc([N+](=O)[O-])cc1C2=C(C#N)C#N,-6%,7.1µM*,4µM*,-33%,28,2%
Cc1ccc(NC(=O)c2cnc3cc(C)ccn3c2=O)c(C)c1,.,.,10%,.,61,22%
O=C(O)CSC(=S)N1CCCCC1,4%,7%,-3%,-22%,-27,-7%
O=C(CSc1n[nH]c(=O)[nH]c1=O)N/N=C/C=C\c1ccccc1,0%,-15%,0%,-13%,-9,0%
Cc1cccc(NS(=O)(=O)c2ccc(C(=O)NCC(c3ccco3)N3CCCCC3)cc2)c1C (stereo unspecified),-2%,.,0%,11%,-39,-24%
COc1ccc(OC)c(S(=O)(=O)NCc2cn3c(C)csc3n2)c1,0%,0%,-1%,-9%,28,?
O=C(c1c[nH]c(C(=O)C(Cl)(Cl)Cl)c1)c1ccccc1F,2%,-4%,-18%,-29%,8,-1%
Cc1ccc(NC(=O)COc2ncnc3c(Cl)cc(Cl)cc23)cc1[N+](=O)[O-],-12%,2%,4.5µM*,-9%,2,-3%
CCOC(=O)c1cc(-c2ccc(OC)cc2)n(CCC(=O)Nc2ccc(OC)cc2OC)c1C,.,.,-2%,.,24,14%
COc1ccc(C(=O)/C=C/c2ccc(N3CCCCC3)c([N+](=O)[O-])c2)c(OC)c1,?,4%,0%,-10%,-21,-4%
CN(C)CCCn1c(NCc2ccc3c(c2)OCO3)nc2ccccc21,-21%,-24%,-28%,-19%,36,-4%
CC(C)NC(=O)C(=O)NCC(c1ccc2c(c1)OCO2)N1CCOCC1 (stereo unspecified),-12%,9%,-7%,-1%,6,-7%
CCCOc1ccc(NC(=O)c2cc3cc(C)ccc3[nH]2)cc1,-2%,-1%,5%,-22%,44,-5%
C=CCN1C(=O)C2(/C(=C(\O)c3ccc4c(c3)OCCO4)C(=O)C(=O)N2CCCOC)c2ccccc21 (stereo unspecified),-4%,30%,0%,-7%,.,-15%
Cc1ccc(Nc2c(-c3ccco3)nc3nc(C)cc(C)n23)cc1,-1%&-1%,-17%,32µM*,-16%,35,3%
COC1=CC(=O)[C@]2(C=C1OC)OC[C@@H]1Oc3c(ccc4c3C=CC(C)(C)O4)C(=O)[C@@H]12,-6%,.,.,2%,-93*,.
Cc1ccc2oc(=O)c3cnn(CC(=O)N(C)c4ccc(F)cc4)c3c2c1,.,.,-2%,.,3,3%
CCC(C)NCCCOc1c(C)cc(C)cc1Br (stereo unspecified),-2%,-19%,7%,12%,?,-3%
CCC(CC)C(=O)OCc1cc(=O)n2nc(C3CC3)sc2n1,.,.,-8%,.,-8,-2%
CC1=CCC2C(=O)N(c3cccc(C(=O)Nc4ccc(Cl)cc4)c3)C(=O)C2C1 (stereo unspecified),-4%,6%,0%,-9%,87,?

# Part of the list above in another layout.
O=C(CSc1n[nH]c(=O)[nH]c1=O)N/N=C/C=C\c1ccccc1
  AMA1 RON2 block: 0%
  Giardia FBPA inh: -15%
  Sm TGR block: 0%
  AmpC inh no detg: -13%
  HCMV antiviral: -9
  AmpC inh detg: 0%
Cc1cc(C)c(C)c(OCCCCN2CCCCC2)c1
  AMA1 RON2 block: -1%
  Giardia FBPA inh: -20%
  Sm TGR block: 1%
  AmpC inh no detg: 12%
  HCMV antiviral: -3
  AmpC inh detg: -9%
Cc1ccc(NC(=O)c2cnc3cc(C)ccn3c2=O)c(C)c1
  AMA1 RON2 block: .
  Giardia FBPA inh: .
  Sm TGR block: 10%
  AmpC inh no detg: .
  HCMV antiviral: 61
  AmpC inh detg: 22%
